Compound activity deposited in PubChem BioAssay by National Center for Advancing Translational Sciences (NCATS).
EPAC1 antagonist: qHTS for Antagonist of cAMP-regulated guanine nucleotide exchange factor 3 (EPAC1): primary screen | Rap guanine nucleotide exchange factor 3 (Homo sapiens), O95398 | 360,000 compounds, 0.14% hits | Potency, µM (series often up to 115 µM), for the others: at the top dose activity change, negative = inhibition, hits mostly inhibitors | EPAC1 GEF assay, Rap1b-BODIPY-GDP exchange fluorescence | AID 720709, 2013;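 also: potency is read from the fitted curve at half-maximal effect; plate controls were vehicle for no effect and positive control for full effect; nearly all actives have a fitted effect of over 50% in size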
WRN inhibitor: qHTS for Inhibitors of WRN Helicase; Bifunctional 3'-5' exonuclease/ATP-dependent helicase WRN (Homo sapiens), Q14191; WRN helicase unwinding, fluorescent forked duplex, kinetic; Potency, µM (top dose mostly 114 µM), for the others: at the top dose activity change, negative = inhibition, hits mostly inhibitors; 360,000 compounds, 0.46% hits; AID 651768, 2012; also: potency is read from the fitted curve at half-maximal effect; % is scaled to controls: 0 for no effect and ±100 for the full control effect; nearly all actives have a fitted effect of over 55% in size
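Primary qHTS, 1536-well format. 20 nM WRN + compound, 15 min RT; start with 100 nM forked fluorophore/quencher duplex, 2 mM ATP (final); kinetic read ex 525/em 598 nm.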
PI5P4Ka inh: qHTS for Inhibitors of phosphatidylinositol 5-phosphate 4-kinase (PI5P4K) | Phosphatidylinositol 5-phosphate 4-kinase type-2 alpha (Homo sapiens), P48426 | PI5P4Kalpha enzyme, ADP-Glo luminescence, 60 min; stronger effect = lower value | max response, % | 330,000 compounds, 1.2% hits | AID 652105, 2013; active = max response of -50% or lower; inconclusive = between -30% and -50%; inactive = -30% or higher; also: value at the top dose of about 77 µM; % is scaled to controls: 0 for no effect and ±100 for the full control effect
Target sequence (P48426 whole entry, looked up): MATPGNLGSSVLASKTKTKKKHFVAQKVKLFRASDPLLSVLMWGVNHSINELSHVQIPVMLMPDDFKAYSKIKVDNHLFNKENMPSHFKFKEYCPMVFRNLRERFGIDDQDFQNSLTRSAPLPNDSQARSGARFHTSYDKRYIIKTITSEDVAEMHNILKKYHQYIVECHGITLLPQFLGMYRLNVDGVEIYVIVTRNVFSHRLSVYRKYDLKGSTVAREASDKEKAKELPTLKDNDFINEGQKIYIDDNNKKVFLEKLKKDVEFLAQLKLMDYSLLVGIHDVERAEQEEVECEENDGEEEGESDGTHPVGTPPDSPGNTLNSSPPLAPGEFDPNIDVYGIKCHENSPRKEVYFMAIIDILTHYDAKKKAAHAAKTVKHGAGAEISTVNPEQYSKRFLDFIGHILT
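Quantitative HTS of the MLSMR library against PI5P4Kalpha with substrate. ATP added last at 5 microM final; room temperature, 60 minutes. Remaining ATP depleted, ADP converted and read as luminescence.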
PLK1 PBD inh: qHTS for Inhibitors of PLK1-PDB (polo-like kinase 1 - polo-box domain): Primary Screen; Potency, µM, inactives show max response, negative = inhibition, usual class: inhibitors; Plk1 PBD binding of FITC phosphopeptide, fluorescence polarization; Serine/threonine-protein kinase PLK1 (Homo sapiens), P53350; 360,000 compounds, 2.8% hits; also: potency is read from the fitted curve at half-maximal effect; series mostly up to about 57 µM; % is scaled to controls: 0 for no effect and ±100 for the full control effect; nearly all actives have a fitted effect of over 65% in size
Target sequence (P53350 whole entry, looked up, the tested form may be a part): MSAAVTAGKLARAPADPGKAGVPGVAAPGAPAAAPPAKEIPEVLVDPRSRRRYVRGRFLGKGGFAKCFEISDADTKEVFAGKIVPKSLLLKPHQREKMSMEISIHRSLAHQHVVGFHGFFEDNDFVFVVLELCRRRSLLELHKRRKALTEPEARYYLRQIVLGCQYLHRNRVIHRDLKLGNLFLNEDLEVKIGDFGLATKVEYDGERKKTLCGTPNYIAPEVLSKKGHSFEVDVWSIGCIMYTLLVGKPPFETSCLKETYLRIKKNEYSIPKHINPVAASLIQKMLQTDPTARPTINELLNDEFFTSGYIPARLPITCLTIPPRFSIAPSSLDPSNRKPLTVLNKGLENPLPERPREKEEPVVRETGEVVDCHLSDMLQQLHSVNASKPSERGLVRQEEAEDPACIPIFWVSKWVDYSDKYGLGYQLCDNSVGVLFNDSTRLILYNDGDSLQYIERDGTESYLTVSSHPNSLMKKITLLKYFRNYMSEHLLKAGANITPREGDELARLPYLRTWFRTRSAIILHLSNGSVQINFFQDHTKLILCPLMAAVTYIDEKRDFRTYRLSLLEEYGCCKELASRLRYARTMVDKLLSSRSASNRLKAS
Abeta rescue: qHTS for compounds that reverse cellular toxicity of Amyloid beta (A-beta) peptide in yeast: Primary Screen; yeast expressing A-beta42, growth rescue, OD600, 48 h; response scale: 0% DMSO, 100% iron-clioquinol control; Potency, µM (top dose mostly 46.1 µM), inactives show at the top dose growth rescue, most hits filed as activators; 410,000 compounds, 0.063% hits; AID 1347071, 2019; also: potency is read from the fitted curve at half-maximal effect; nearly all actives have a fitted effect of over 55% in size
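Growth rescue measured by 600 nm absorbance after 48 h yeast culture at 30 C with compound. Values normalized between DMSO and an equimolar ferric chloride plus clioquinol control.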
FUS yeast rescue: qHTS for Suppressors of FUS Proteinopathy: Primary screen using FUS-linked yeast assay; S. cerevisiae FUS-expressing, growth rescue, OD600, 24 h; Potency, µM (doses to about 76.6 µM), for the others: at the highest dose growth rescue (activation), usual class: activators; 390,000 compounds, 0.24% hits; AID 1347120, 2019;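 also: potency is read from the fitted curve at half-maximal effect; plate controls were DMSO vehicle for no effect and reference control for full effect; nearly all actives have a fitted effect of over 55% in size; some results filed as inactive show a strong effect at the top dose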
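Absorbance at 600 nm, taken 24hr after compound addition, measured rescue of FUS-yeast growth at 30C. Induction used 2% galactose with seeding at OD 0.005. Controls: CP55940 from 92uM final, DMSO only.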
IL-2 act: qHTS of IL-2 Activators; AID 652025, 2013; IL-2 activation reporter assay, cell-based qHTS; stimulated with anti-CD3/CD4/CD28 beads; in transgenic mouse T cells; activation, % (series mostly up to about 46 µM); 360,000 compounds, 0.065% hits; in the data active = activation above about 50%; inconclusive = mostly about 30% to 49%; also: 0% is about no effect
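Readout is EGFP and DsRed signal by fluorescent plate cytometry after 18 h at 37 degrees C. Transgenic mouse T cells (750/well) received compound for 60 min before bead stimulation (anti-CD3, anti-CD4, anti-CD28); memory T cells served as non-tolerant control.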
EPAC1 agonist: qHTS for Agonist of cAMP-regulated guanine nucleotide exchange factor 3 (EPAC1): primary screen. Rap guanine nucleotide exchange factor 3 (Homo sapiens), O95398. 360,000 compounds, 0.073% hits. EPAC1 agonist qHTS, biochemical assay; response scale: 100% = response to 6.5 mM cAMP. Potency, µM (top dose mostly 154 µM), without a hit: at the highest dose activation, actives largely listed as activators; also: potency is read from the fitted curve at half-maximal effect; nearly all actives have a fitted effect of over 60% in size
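Fluorescent GDP-exchange assay: 100 nM EPAC1 with 250 nM Rap1B preloaded with BODIPY-GDP and 50 uM GDP; compounds tested as concentration series, 5 min at room temperature, then read every 5 min for 30 min (ex 480/em 540 nm); normalized to 6.5 mM cAMP.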
The depositor's hits bear a star; ? = inconclusive; . = no result given; [ ] = remark or other dose. Unless noted, calls follow the shape of the dose curve; as a rule, active = well fitted curve in the direction sought with a large enough effect; inconclusive = small, poorly fitted or top-dose-only effect, or another doubt; inactive = no such curve, though single readings can be large; an effect the other way counts as inactive or inconclusive.

SMILES	EPAC1 antagonist	WRN inhibitor	PI5P4Ka inh	PLK1 PBD inh	Abeta rescue	FUS yeast rescue	IL-2 act	EPAC1 agonist
Fc1cccc(Cl)c1CSc1nnc(CN2CCOCC2)n1-c1ccccc1	1%	7%	4	-3%	26%	-8%	0.0	-3%
O=C(Nc1ncn[nH]1)c1ccc([N+](=O)[O-])cc1[N+](=O)[O-]	-1%	-8%	.	-2%	-3%	9%	-2.0	2%
O=C(NCc1ccccc1F)C1CCCN(c2cnccn2)C1 (stereo unspecified)	-8%	4%	1	3%	-1%	-7%	-0.5	-11%
CCn1cnc2c1c(=O)n(CC(=O)NN)c(=O)n2Cc1ccccc1	-6%	-4%	0	3%	4%	-11%	0.3	2%
CCOc1ccc(-n2c(-c3ccc(Cl)cc3)c[n+]3c2SCC3)cc1	-1%	5%	-7	-3%	3%	32%	-3.2	-2%
CCOc1ccc(Cl)cc1-c1cc(C(=O)NCc2cccs2)[nH]n1	2%	0%	1	-1%	-67%[inhibitor]	39%	0.7	-11%
CN1C[C@@H]2C(c3ccccc3)C3(c4cccnc4)CC2(C3)[C@H]1c1ccccc1 (stereo partly specified)	-10%	0%	-6	-19%	-3%	-10%	0.5	-12%
COC(=O)C1(C(=O)OC)c2ccccc2CN(S(=O)(=O)c2ccc(C)cc2)C1CC(C)=O (stereo unspecified)	0%	0%	-5	-1%	-12%	11%	-0.5	-1%
O=C(COc1ccc2c3c(c(=O)oc2c1)CCCC3)NCCN1CCOCC1	0%	2%	0	-9%	-8%	-11%	0.0	-2%
O=C(COc1ccc(F)cc1Cl)Nc1cc(S(=O)(=O)N2CCOCC2)ccc1N1CCCCC1	-10%	-6%	3	0%	8%	8%	-2.5	14%
Cc1c(C)c(C)c(CN2CCSCC2)c(C)c1C	16%	3%	-2	7%	-5%	-21%	0.6	3%
Cc1c(Cl)ccc2c(C(=O)O)cc(-c3ccccc3)nc12	-10%	-7%[11.6 µM]	3	24µM*	-59%[inhibitor]	-10%	3.2	-4%
COc1ccc(OCC(O)Cn2cnc(-c3ccc(Br)cc3)c2)cc1 (stereo unspecified)	2%	-3%	3	-8%	2%	16%	-1.9	-3%
COc1ccc(NC(=O)CSc2ccc([N+](=O)[O-])cc2)cc1S(=O)(=O)N1CCOCC1	9%	5%	-28	?	-8%	8%	-0.4	4%
Cc1ccccc1OC(=O)CCC(=O)OCCCC(F)(F)C(F)(F)F	-6%	-18%	.	-2%	10%	12%	-1.9	-27%
Nc1ncnc(Nc2ccccc2Oc2ccccc2)n1	8%	-1%	15	1%	8%	.	-0.1	6%
CCn1c(SCC(=O)N/N=C(\C)c2ccco2)nnc1-c1ccccc1	-7%	1%	1	-3%	-3%	12%	0.3	-6%
CCCn1nnc2sc3c(c2c1=O)CCC(C)C3 (stereo unspecified)	0%	2%	10	-5%	-33%[inhibitor]	8%	-0.2	14%
O=C(Cc1csc(N2CCOCC2)n1)N/N=C/c1cccc(O)c1	-3%	-4%	.	-26%	21%	20%	-1.0	-4%
COC(=O)c1ccc(OCC(O)CNCC(c2ccc(OC)cc2)N(C)C)c(OC)c1 (stereo unspecified)	10%	-2%	-1	-6%	22%	0%	-1.2	8%
COc1ccccc1NC(=O)CSc1nc(N)cc(N)n1	2%	6%	.	-5%	-13%	12%	0.9	1%
CCOC(=O)c1noc(C)c1C(=O)Nc1nccs1	-9%	-12%	5	-20%	-12%	18%	1.1	-1%
C=CCn1c(SCC2=C(C(=O)OCC)C(C)NC(=O)N2)nnc1C1CCCCC1 (stereo unspecified)	9%	-15%	7	-5%	-1%	8%	1.9	-3%
C=CCn1cc(C(=O)N2CCN(C)CC2)c(=O)c2cc(S(=O)(=O)N3CCCC3)ccc21	0%	-1%	-6	-7%	-5%	-5%	-0.9	3%
NC(=O)C1CCCN(C(=O)c2cccc(S(=O)(=O)N3CCCCCC3)c2)C1 (stereo unspecified)	0%	3%	2	-4%	14%	-21%	1.4	17%
CCOc1ccc(CNn2cnnc2)cc1	18%	2%	-4	27µM*	-4%	-4%	1.9	2%
O=C(C1CCC(CNc2c(N3CCCCC3)c(=O)c2=O)CC1)N1CCN(C2CCCCC2)CC1 (stereo unspecified)	5%	9%	1	-1%	6%	-8%	-1.5	-1%
Cc1ccc(S(=O)(=O)NC(CCC(N)=O)C(=O)NCc2ccc3c(c2)OCO3)c(C)c1 (stereo unspecified)	-13%	1%	0	-7%	-5%	5%	-2.3	10%
CC(C)Cn1c(-c2ccc(F)cc2)n[nH]c1=S	-20%	4%	-3	-24%	-2%	22%	0.5	-4%
CCCc1nc2nc(C)c(NS(=O)(=O)c3ccc(C(C)(C)C)cc3)c(=O)n2[nH]1	-6%	-5%[57.1 µM]	0	-6%	-14%	-11%	-0.4	8%
COc1ccc(C2C(C(=O)N3CCC(C(N)=O)CC3)CC(=O)N2c2ccc(OC)cc2)cc1 (stereo unspecified)	-2%	6%	11	1%	8%	-1%	-0.4	-1%
N#C/C(=C\c1ccc(N2CCOCC2)o1)C(=O)Nc1ccc(O)cc1	11%	-6%	-8	105%[activator]	-4%	25%	4.7	18%
CCOc1cc(C2NC(=O)NC(c3ccccc3)=C2C(=O)c2ccccc2)c(Br)cc1OCC(=O)O (stereo unspecified)	4%	4%	-1	-8%	-5%	9%	-1.5	5%
C[C@@H](C(=O)Nc1cc(C(F)(F)F)ccc1N1CCOCC1)N1C(=O)C2CC=CCC2C1=O (stereo partly specified)	2%	9%	-6	-3%	13%	2%	0.0	3%
COc1cc2c(-c3ccc4cc[nH]c4c3)c(-c3ccc(C#N)cc3)oc(=O)c2cc1OC	-10%	-7%	-3	-6%	-1%	?	-3.3	-9%
Cc1nc(SCCC(=O)O)c2cc(-c3ccccc3)sc2n1	-8%	-10%	4	-13%	-5%	19%	0.1	6%
O=C(O)CCc1ccc(-c2ccccc2)n1Cc1ccco1	-13%	?	?	-22%	-10%	30%	-0.3	5%
Cc1ccc(S(=O)(=O)N2C[C@H]3C(=O)C[C@@H](c4ccc(Cl)cc4)N(S(=O)(=O)c4ccc(C)cc4)[C@H]3C[C@H]2c2ccc(Cl)cc2)cc1	-3%	-3%	1	0%	-4%	?	0.0	-5%
CCn1c(SCC(=O)NCCc2ccccc2)nc2c([nH]c3ccccc32)c1=O	3%	11%	-6	2%	-13%	8%	-0.9	-12%
CCOC(=O)C[C@H]1c2ccccc2S(=O)(=O)N1Cc1ccc(Cl)cc1	-10%	-4%	5	0%	-24%	24%	-3.0	2%
COc1ccc(CNC(=O)COc2ccc(OC)cc2)cc1	0%	3%	2	-1%	-2%	-21%	-2.4	4%
O=C1N=C(c2ccccc2)S/C1=C\c1cccs1	-5%	-14%	-23	24µM*	-3%	.	0.8	-1%
COCCN(CC(=O)Nc1cc(Cl)ccc1-n1cncn1)Cc1nc2ccccc2c(=O)[nH]1	1%	2%	2	0%	5%	2%	-0.1	-5%
O=C1OC(N2C(=O)CC[C@H]2C(=O)Nc2ccc3c(c2)OCO3)c2ccccc21 (stereo partly specified)	-11%	1%	-2	5%	-2%	6%	0.9	4%
CCOC(=O)Cc1ccc(NC(=O)c2ccc([N+](=O)[O-])cc2)cc1	-1%	-2%	6	-9%	-1%	13%	0.1	-7%

Grouped by structure, the compounds so far containing fluorine.
SMILES	EPAC1 antagonist	WRN inhibitor	PI5P4Ka inh	PLK1 PBD inh	Abeta rescue	FUS yeast rescue	IL-2 act	EPAC1 agonist
Fc1cccc(Cl)c1CSc1nnc(CN2CCOCC2)n1-c1ccccc1	1%	7%	4	-3%	26%	-8%	0.0	-3%
O=C(NCc1ccccc1F)C1CCCN(c2cnccn2)C1 (stereo unspecified)	-8%	4%	1	3%	-1%	-7%	-0.5	-11%
O=C(COc1ccc(F)cc1Cl)Nc1cc(S(=O)(=O)N2CCOCC2)ccc1N1CCCCC1	-10%	-6%	3	0%	8%	8%	-2.5	14%
Cc1ccccc1OC(=O)CCC(=O)OCCCC(F)(F)C(F)(F)F	-6%	-18%	.	-2%	10%	12%	-1.9	-27%
CC(C)Cn1c(-c2ccc(F)cc2)n[nH]c1=S	-20%	4%	-3	-24%	-2%	22%	0.5	-4%
C[C@@H](C(=O)Nc1cc(C(F)(F)F)ccc1N1CCOCC1)N1C(=O)C2CC=CCC2C1=O (stereo partly specified)	2%	9%	-6	-3%	13%	2%	0.0	3%
